Screens (PubChem BioAssay)
TAAR1 ag – human TAAR1 agonists, primary screen, Fluo-8 calcium fluorescence, CHO RD-HGA16 cells | Trace amine-associated receptor 1 (Homo sapiens), Q96RJ0 | vehicle wells 0%, saturating PEA agonist 100% | activation, % at 3 µM | 0.99% of 360,000 active;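 active = activation above the mean activation of all test compounds in the run plus 3 SD, cut at about 38% in these data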
Target sequence (Q96RJ0 whole entry, looked up): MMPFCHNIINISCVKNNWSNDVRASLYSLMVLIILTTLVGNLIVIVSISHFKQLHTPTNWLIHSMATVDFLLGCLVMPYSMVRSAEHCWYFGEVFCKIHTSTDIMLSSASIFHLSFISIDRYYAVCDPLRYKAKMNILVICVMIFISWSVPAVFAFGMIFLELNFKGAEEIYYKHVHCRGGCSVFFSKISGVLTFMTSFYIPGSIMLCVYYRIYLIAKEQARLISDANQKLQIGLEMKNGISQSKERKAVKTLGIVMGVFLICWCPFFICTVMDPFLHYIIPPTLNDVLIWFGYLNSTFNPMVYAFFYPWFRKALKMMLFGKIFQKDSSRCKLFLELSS
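Test system: RD-HGA16 (CHO) cells co-expressing Gα16 and hTAAR1; dosing: one-point dosing at 3 µM (nominal); timing: 17-24 h seeding, 75 min 37 °C dye, 30 min RT; signal: kinetic Fluo-8 calcium fluorescence; read-out basis: % activation relative to PEA EC100 response; controls: DMSO and PEA EC100; replicates: n 1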
M1 antag – human M1 muscarinic receptor antagonists, primary screen, CHO-K1 cells, Fluo-8 calcium fluorescence, 1536-well; CHO-K1 hM1, ACh EC80 antagonist; inhibition, % at 3 µM; 1.3% of 360,000 active; Muscarinic acetylcholine receptor M1 (Homo sapiens), P11229; AID 588852, 2011;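 active = percent inhibition above its own plate's cutoff, namely the mean of that plate's compound wells plus 3 SD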;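 note: peak over basal fluorescence ratio during 140 s after agonist addition; 0% = ACh EC80 plus DMSO and 100% = DMSO alone without agonist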
M5 antag – human M5 muscarinic receptor antagonists, primary screen, CHO cells, Fluo-8 calcium fluorescence; Muscarinic acetylcholine receptor M5 (Homo sapiens), P08912; CHO-hM5 cells, ACh EC80; inhibition, % at 3 µM; 0.59% of 360,000 active;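 active = inhibition above a per-plate cutoff, the mean of that plate's test compounds plus 3 SD, cut at about 27% in these data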;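 note: 0% = acetylcholine EC80 with DMSO and 100% = DMSO without agonist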
Target sequence (P08912 whole entry, looked up): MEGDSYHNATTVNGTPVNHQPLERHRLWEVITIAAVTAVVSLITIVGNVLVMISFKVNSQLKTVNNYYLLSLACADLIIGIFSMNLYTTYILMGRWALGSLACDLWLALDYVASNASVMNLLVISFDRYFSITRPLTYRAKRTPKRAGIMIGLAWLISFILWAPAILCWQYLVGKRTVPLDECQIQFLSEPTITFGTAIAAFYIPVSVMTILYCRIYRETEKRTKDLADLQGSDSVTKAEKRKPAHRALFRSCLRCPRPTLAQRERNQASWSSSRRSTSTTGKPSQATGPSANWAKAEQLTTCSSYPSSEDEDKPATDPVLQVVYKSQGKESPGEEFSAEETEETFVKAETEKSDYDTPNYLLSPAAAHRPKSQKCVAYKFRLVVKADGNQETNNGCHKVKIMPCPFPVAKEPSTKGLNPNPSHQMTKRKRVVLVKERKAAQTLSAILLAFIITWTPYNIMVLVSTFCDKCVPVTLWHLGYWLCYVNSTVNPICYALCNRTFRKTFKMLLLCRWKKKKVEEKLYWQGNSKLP
CHRM5 agonist – human M5 muscarinic receptor agonists, primary screen, CHO-K1 cells, Fluo-8 calcium fluorescence; 0.19% of 360,000 active; activation, % at 3 µM; CHO-K1 hM5 cells; 0% DMSO wells, 100% maximal acetylcholine response; Muscarinic acetylcholine receptor M5 (Homo sapiens), P08912;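 active = activation above the run's mean over test compounds plus 3 SD, cut at about 23% in these data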;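 note: signal is peak over basal fluorescence ratio across the kinetic read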
M5 PAM – human M5 muscarinic receptor positive allosteric modulators, primary screen, CHO-K1 cells, Fluo-8 calcium fluorescence | Muscarinic acetylcholine receptor M5 (Homo sapiens), P08912 | CHO-K1 hM5, ACh EC20 PAM; 0% = ACh EC20, 100% = ACh EC100 | activation, % at 3 µM | 0.3% of 360,000 active | AID 624038, 2012;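 active = activation above the run cutoff, the mean activation of all test compounds plus 3 SD, cut at about 18% in these data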
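Replicates: One well per compound, no replicates | System: Human M5 receptor in CHO-K1 cells | Benchmarks: Low control EC20 acetylcholine (0%), high control EC100 acetylcholine (100%) | Probe or stimulus: Acetylcholine, EC20 level | Times: Fluo-8 loading 80 min at 37 °C plus 30 min room temperature | Signal: Intracellular calcium via Fluo-8 fluorescence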
M4 ag – human M4 muscarinic receptor agonists, primary screen, CHO-K1 cells, Fluo-8 calcium fluorescence | Muscarinic acetylcholine receptor M4 (Homo sapiens), P08173 | CHO-K1 hM4/Gqi5; vehicle 0%, full acetylcholine response 100% | activation, % at 3 µM | 0.14% of 360,000 active | AID 624127, 2012;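 active = activation above the run mean over all test wells plus 3 SD, cut at about 32% in these data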;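 note: peak over basal fluorescence ratio per well then scaled between controls; 0% = DMSO wells and 100% = acetylcholine at EC100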
M1 PAM – human M1 muscarinic receptor positive allosteric modulators, primary screen, CHO-K1 cells, Fluo-8 calcium fluorescence, 1536-well; CHO-K1 hM1, ACh EC20; 0% = ACh EC20, 100% = maximal ACh; activation, % at 3 µM; 0.088% of 360,000 active; AID 588819, 2011; in the data active = activation above about 19%, passing the limit was not always enough
M4 antag – human M4 muscarinic receptor antagonists, primary screen, CHO cells, Fluo-8 calcium fluorescence; Muscarinic acetylcholine receptor M4 (Homo sapiens), P08173; CHO-hM4 cells, ACh EC80; inhibition, % at 3 µM; 0.73% of 360,000 active; AID 624125, 2012;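 active = inhibition above its plate's cutoff, the mean inhibition of sample wells plus 3 SD, cut at about 27% in these data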;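 note: 0% = acetylcholine EC80 with DMSO and 100% = DMSO without agonist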
M1 ag – human M1 muscarinic receptor agonists, primary screen, Fluo-8 calcium fluorescence, CHO-K1 cells, HTS; Muscarinic acetylcholine receptor M1 (Homo sapiens), P11229; CHO-K1 hM1, agonist mode; 0% DMSO, 100% acetylcholine EC100; activation, % at 3 µM; 0.33% of 360,000 active;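 active = activation above the run's mean compound activation plus 3 SD, cut at about 16% in these data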;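 note: peak over basal fluorescence ratio within a 140 s kinetic read after compound addition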
Numbers without * were called inactive; nt = no result given. Some of the compounds tested; rates above refer to the full screens.

SMILES	TAAR1 ag	M1 antag	M5 antag	CHRM5 agonist	M5 PAM	M4 ag	M1 PAM	M4 antag	M1 ag
COc1ccc(Cc2nnc(Nc3ccc(Cl)cc3)[nH]c2=O)cc1	4	11	1	1	3	1	0	2	-2
N#Cc1c(Nc2ccc(Cl)cc2)s[nH]c1=O	0	-3	12	0	0	1	5	2	-1
CCN(CC)C(=O)N1c2ccccc2Sc2ccccc21	-3	-7	9	-9	-6	-2	2	2	-8
O=C1COc2ccc(S(=O)(=O)N3CCN(c4cccc(Cl)c4)CC3)cc2N1	0	0	10	-3	-2	2	12	-9	1
CC1CN(C(=O)CCC(=O)N2CCN(c3ccccn3)CC2)c2ccccc2O1 (stereo unspecified)	0	-16	2	2	-7	1	6	-14	-6
Cc1ccc(CCC(=O)Nc2ncc(Cc3cccc(Cl)c3Cl)s2)o1	5	-3	-4	1	7	1	9	5	-3
O=C(OCC(=O)N1CCC(Cc2ccccc2)CC1)c1ccccc1NCCO	4	-10	6	-3	-2	5	7	-2	-1
Cc1ccc(C(C)C)c2oc(=O)cc(-c3ccc(-c4ccc(C(F)(F)F)cc4)cc3)c12	1	-2	-3	-2	-4	0	11	-11	0
Cc1nnc(SCc2nc3sc4c(c3c(=O)[nH]2)CCCC4)[nH]c1=O	0	3	8	0	12	1	3	2	-3
O=C(O)C1Cc2ccccc2CN1C(=O)CSc1nnc2ccccn12 (stereo unspecified)	0	11	8	0	-3	9	-5	-7	-4
Cc1cccc(C(=O)OCC(=O)N2CCCC2=O)c1O	12	4	2	3	3	3	3	-6	-3
O=C(NC12CCC(O)C(SC1)/C2=N/O)c1ccccc1 (stereo unspecified)	2	-4	8	-2	-3	0	6	1	-6
COc1ccc(OC)c(NC2c3ncccc3C(=O)N2Cc2ccco2)c1 (stereo unspecified)	4	-6	-7	0	3	0	10	-4	-3
Cc1cc(N2CCN(C(=O)c3ccoc3)CC2)n2nc(-c3ccccc3)cc2n1	5	-2	16	1	-4	11	2	-6	0
COc1ccc(CNC(=O)c2cc(C(C)=O)c[nH]2)cc1	1	-7	-2	-3	12	2	11	-11	0
Cc1ccc(-c2nc(=O)[nH]c3ccccc23)cc1	-4	-11	2	-2	-1	-1	5	-3	-6
O=C(/C=C/c1ccccc1Cl)NCCCn1ccnc1	2	-6	2	-5	4	2	7	-13	-8
O=C(Nc1ccc(S(=O)(=O)Nc2nccs2)cc1)/C(=C/c1ccccc1Cl)NC(=O)c1ccccc1	2	-4	-1	-1	-4	1	8	4	-5
NS(=O)(=O)c1ccc(CCN2C(=O)CCC2=O)cc1	1	-5	2	1	1	0	6	4	-3
O=C(O)/C=C/C(=O)N1CCc2ccccc21	9	-4	6	-4	3	2	5	-8	-3
CCCOC(=O)c1ccc(O)c(OC)c1	14	-9	-7	0	0	-1	11	-7	-6
Cc1cccc(NC(=O)N2CCC(NC(=O)C3CCCCC3)CC2)c1	5	-16	6	-3	-2	2	10	-4	-1
CC1CC(C)CN(S(=O)(=O)c2ccc(C(=O)N3CC(C)OC(C)C3)cc2)C1 (stereo unspecified)	2	-1	9	-4	-4	2	1	0	-2
CCn1cc([N+](=O)[O-])c(C(=O)Nc2ccn(Cc3ccccc3)n2)n1	3	1	-1	-2	-2	3	0	-1	-4
O=C(NC(=S)Nc1ccc(S(=O)(=O)N2CCCCC2)cc1)c1ccccc1	12	-56	-13	-1	2	1	19*	-4	1

Going on with the list:
SMILES	TAAR1 ag	M1 antag	M5 antag	CHRM5 agonist	M5 PAM	M4 ag	M1 PAM	M4 antag	M1 ag
C#CCN(C[C@@H]1[C@@H](OC(=O)NCc2ccc(OC)c(OC)c2)[C@@H](OC(=O)NCc2ccc(OC)c(OC)c2)Cn2c(=O)ccc(=O)n21)S(=O)(=O)c1ccc(C)cc1	0	-21	-11	2	-4	1	23	-11	2
NS(=O)(=O)c1ccc(CCNC(=O)C2CCCN(S(=O)(=O)c3cccnc3)C2)cc1 (stereo unspecified)	1	-7	0	1	-3	0	5	-6	0
COCCC(=O)N1CCC(Oc2ccc(C(=O)N3C[C@@H]4CCC[C@H]3C4)cc2)CC1	-1	-14	6	-3	-4	0	12	-7	-1
Cc1cccc(C)c1NC(=O)CSc1nc2c([nH]1)c(=O)n(C)c(=O)n2C	2	-1	7	-2	-2	1	9	-2	-3
CC(=O)N1CCC(N2CCN(c3ccccc3F)CC2)CC1	5	11	-1	-3	1	0	-7	3	-4
COc1ccc(N(C(=O)c2snc(C(N)=O)c2N)C(C(=O)NC2CCCCC2)c2ccc(F)cc2)c(OC)c1 (stereo unspecified)	-1	6	15	-2	-1	1	-3	14	-3
O=C(COC(=O)CCSc1ccc(Cl)cc1)NCc1ccc(Cl)cc1	9	-5	3	-2	2	2	6	1	-7
Cc1cc(SCC#N)n2nc(C)c(-c3ccccc3)c2n1	6	-12	3	-5	-9	0	-7	6	-4
CCCCCC1C(=O)C[C@@H]2CCN3C(=O)CCC[C@H]1[C@H]23 (stereo partly specified)	1	-16	-4	1	0	0	8	2	-5
CC(=O)c1ccc(NC(=O)Nc2ncn(Cc3cccc(C)c3)n2)cc1	4	3	-1	-1	0	0	3	4	-5
CN(CC(=O)Nc1ccc(Cl)cc1)C(=O)c1ccc(NS(=O)(=O)c2ccc3[nH]c(=O)[nH]c3c2)cc1	6	5	3	0	3	1	9	-2	5
O=C(NC(Cc1ccccc1)C(=O)O)/C(=C/c1ccc([N+](=O)[O-])cc1)NC(=O)c1ccccc1Br (stereo unspecified)	-1	-7	0	1	3	0	12	3	-6
Cc1cccc(-c2noc(CCC(=O)NCc3ccco3)n2)c1	4	-4	-1	1	6	5	1	-5	-4
O=C1CCCC[C@@H](O)[C@H](O)C[C@H](c2ccccc2)O1	1	nt	7	5	4	0	nt	1	nt
CCOC(=O)C1=CCCN(S(=O)(=O)c2ccc(C)cc2)C1	1	10	1	-1	-4	2	1	-4	-4
Nc1cccc(CCc2ccncc2)c1	1	-17	8	-3	-4	1	9	4	-3
COc1cccc(/C=C2\SC(N)=NC2=O)c1OS(=O)(=O)c1ccccc1	0	9	-1	0	-1	0	-7	-2	-1
Cc1cc(O)ccc1C1(c2ccc(O)cc2C)OC(=O)c2ccccc21	31	-27	4	5	-4	2	6	9	15
O=C(NC1CCCCCC1)c1ccc[nH]c1=S	2	-7	5	4	-3	1	4	2	-5
Cc1ccc(SCC(=O)NCC(C)C)cc1	0	-3	-6	-1	6	0	6	16	-4
Cc1ccc(C)c(S(=O)(=O)NCc2ccc(C(=O)NCc3ccco3)cc2)c1	12	-12	2	-1	-5	2	3	-5	-3
O=C(CCCSc1ccc(Cl)cc1)Nc1ccccc1O	nt	0	8	-2	-4	6	-4	7	-3
CCn1cc(/C=C/C(=O)Nc2c(C)nn(Cc3ccccc3)c2C)cn1	3	-10	0	-1	0	2	8	9	-7
O=C(Nc1cccnc1Cl)c1cc(-c2ccc(Br)cc2)on1	2	-7	8	-1	1	-1	5	-5	-2
CCOC(=O)C1CCN(c2c(N3CCCC(C(=O)OCC)C3)c(=O)c2=O)CC1 (stereo unspecified)	5	-8	3	4	-2	2	8	-4	15

The list goes on:
SMILES	TAAR1 ag	M1 antag	M5 antag	CHRM5 agonist	M5 PAM	M4 ag	M1 PAM	M4 antag	M1 ag
CN(C)c1ccc(NC(=O)N2CCOCC2)cc1	6	10	-2	-4	1	1	30*	5	-1
CC1Cc2cc(/C(O)=C3/C(=O)C(=O)N(Cc4cccnc4)C3c3cccc(O)c3)ccc2O1 (stereo unspecified)	0	-12	-7	-4	-3	1	7	-10	-3
O=C(CN1C2=NCCCN2c2ccccc21)c1cccs1	3	-6	1	-8	-2	1	8	6	-5
CC(=O)Nc1ccc(N2C(C(C)=O)=NN(c3ccccc3)C2c2cccs2)cc1 (stereo unspecified)	4	-6	5	3	4	3	5	-5	-14
NC(=O)C1(N2CCCCC2)CCN(C(=O)c2cccs2)CC1	1	-10	1	1	1	1	10	0	-6
COc1cc(/C=N/NC(=O)c2ccc(Cl)cc2)ccc1OCC(=O)N1CC(C)OC(C)C1 (stereo unspecified)	10	6	8	2	-6	2	-2	5	-2
CCc1nc2ccc(C(=O)NCc3ccccc3OC)cn2c1N(CCC(C)C)CCN(C)C	4	39*	4	-1	-2	2	-21	25	42*
COc1ccc(/C=C/C(=O)NC(CCSC)C(=O)O)cc1 (stereo unspecified)	9	5	-4	-6	2	0	2	2	-6
COC(=O)c1cc(OC)nc2c1c(=O)n(C)c(=O)n2C	1	-2	8	2	-1	6	0	12	-1
CCN(CC)CCNC(=O)C(Oc1ccccc1)Oc1ccccc1	10	29	7	-1	-9	1	-25	6	-11
Cc1ccc(C(=O)CCC(=O)Nc2cc(C)ccn2)cc1	-1	-3	3	0	3	0	-1	4	-5
CC(Oc1ccc2c3c(c(=O)oc2c1)CCCC3)C(=O)NCc1ccccn1 (stereo unspecified)	0	-12	-1	-7	1	3	16	-2	-2
C[C@@H]1CN([C@H](C)CO)C(=O)CCCn2nncc2CO[C@H]1CN(C)C(=O)Nc1cccc(Oc2ccccn2)c1	2	-24	-8	1	7	1	12	1	2
CC1=C(C(=O)N(C)C)CC(CC(=O)NCCN2CCOCC2)C(=O)N1Cc1ccc(F)cc1 (stereo unspecified)	0	-12	3	0	2	0	6	-10	-1
O=C(CN(Cc1ccco1)C(=O)Cn1nnc(-c2cccs2)n1)NCC1CCCO1 (stereo unspecified)	5	-5	6	1	0	1	3	5	-1
O=C(NC1CCN(Cc2ccccc2)CC1)c1c(F)cccc1F	0	2	8	-4	-2	0	1	-4	-8
Cc1cccc(CCN(CC(=O)NCc2ccc(F)cc2)C(=O)c2csnn2)c1	18	-3	-8	0	4	9	4	-6	-1

Part of the list above, set out differently:
molecule | TAAR1 ag | M1 antag | M5 antag | CHRM5 agonist | M5 PAM | M4 ag | M1 PAM | M4 antag | M1 ag
Cc1ccc(C(=O)CCC(=O)Nc2cc(C)ccn2)cc1 | -1 | -3 | 3 | 0 | 3 | 0 | -1 | 4 | -5
CC(Oc1ccc2c3c(c(=O)oc2c1)CCCC3)C(=O)NCc1ccccn1 (stereo unspecified) | 0 | -12 | -1 | -7 | 1 | 3 | 16 | -2 | -2
C[C@@H]1CN([C@H](C)CO)C(=O)CCCn2nncc2CO[C@H]1CN(C)C(=O)Nc1cccc(Oc2ccccn2)c1 | 2 | -24 | -8 | 1 | 7 | 1 | 12 | 1 | 2
